# Screens: PubChem, The Scripps Research Institute Molecular Screening Center
# LEDGF integ inh = blocks HIV-1 LEDGF/p75-dependent DNA integration. TR-FRET IN-LEDGF/p75 DNA integration, Eu/Cy5. inhibition, % at 3.7 µM. hit rate 0.64% among 370,000. AID 743269;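 active means inhibition above the screen-wide mean plus 3 SD, cut at about 13% in these data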;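 further: signal is the Cy5 over europium emission ratio at 671 and 618 nm; 0% = plate median of compound wells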
# SIAE primary = blocks human sialic acid acetylesterase; Q9HAT2; SIAE FP-Rh probe binding, fluorescence polarization; inhibition, % at 9.66 µM; hit rate 0.69% among 370,000;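 active means inhibition above a cutoff: mean of compounds within the control limits plus 3 SD of those, cut at about 17% in these data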;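 further: 0% = plate median of compound wells and 100% = probe without SIAE protein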
# HTRA1 inhibitor = HTRA1 (human) protease inhibition. Q92743. recombinant HTRA1, FP-rhodamine activity-based probe, fluorescence polarization. inhibition, % at 5.96 µM. hit rate 0.5% among 340,000. AID 504803; in the data active means inhibition above about 36%;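 further: 0% = enzyme with DMSO and 100% = wells lacking enzyme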
# Target sequence (Q92743 whole entry, looked up): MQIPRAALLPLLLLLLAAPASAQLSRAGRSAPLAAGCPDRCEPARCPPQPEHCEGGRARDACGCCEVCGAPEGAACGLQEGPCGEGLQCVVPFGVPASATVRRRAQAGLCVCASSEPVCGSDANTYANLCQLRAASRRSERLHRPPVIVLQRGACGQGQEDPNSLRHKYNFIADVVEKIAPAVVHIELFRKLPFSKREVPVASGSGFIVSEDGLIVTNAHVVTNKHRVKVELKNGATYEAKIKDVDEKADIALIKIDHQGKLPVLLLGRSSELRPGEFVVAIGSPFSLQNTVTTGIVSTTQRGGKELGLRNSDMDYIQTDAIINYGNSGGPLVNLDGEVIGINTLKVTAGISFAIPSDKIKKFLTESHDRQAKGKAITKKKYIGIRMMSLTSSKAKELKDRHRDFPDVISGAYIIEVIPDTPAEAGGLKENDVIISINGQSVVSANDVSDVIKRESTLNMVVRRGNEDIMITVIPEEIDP
# PG9 Ab binder = PG9 antibody binding by small molecule | TR-FRET gp120-PG9 antibody binding | inhibition, % at 6.7 µM | hit rate 0.43% among 360,000 | AID 624416; in the data active means inhibition above about 8.5%
# TDP2 absorb = blocks human TDP2 phosphodiesterase activity. O95551. recombinant TDP2, T5PNP hydrolysis, p-nitrophenol absorbance 415 nm. inhibition, % at 12.8 µM. hit rate 0.34% among 370,000. AID 720702;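 active means inhibition above the mean of all tested compounds plus 3 SD, set per campaign, cut at about 25% in these data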;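 further: 0% = DMSO with enzyme and 100% = buffer with substrate but no TDP2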
# Target sequence (O95551 whole entry, looked up): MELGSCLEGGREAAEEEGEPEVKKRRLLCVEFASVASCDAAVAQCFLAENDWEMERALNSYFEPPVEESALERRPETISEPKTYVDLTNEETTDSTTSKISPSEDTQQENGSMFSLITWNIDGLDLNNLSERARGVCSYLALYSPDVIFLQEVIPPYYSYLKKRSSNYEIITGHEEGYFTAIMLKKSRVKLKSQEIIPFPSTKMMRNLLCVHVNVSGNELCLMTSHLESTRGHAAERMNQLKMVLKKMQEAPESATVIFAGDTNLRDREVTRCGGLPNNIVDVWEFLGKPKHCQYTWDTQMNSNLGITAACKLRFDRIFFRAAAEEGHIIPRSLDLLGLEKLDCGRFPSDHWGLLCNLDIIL
#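 test system = human TDP2 enzyme | input = TDP2 enzyme at 120 nM final | medium = 50 mM Tris-HCl pH 7.5 with Mg2+, KCl, DTT, BSA | also added = T5PNP substrate, 5 mM | times = 2 h at 37 °C | technique = epi absorbance | benchmarks = high control without enzyme, low control DMSO plus TDP2 | replication = each compound tested once, singlicate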
# Tn7 DDE FP = disrupts Tn7 cyclic peptide binding to fibrin D-Dimer-E complex | FP displacement of FITC-Tn7 peptide from fibrin DD(E); 0% = median of compound wells per plate | inhibition, % at 8.3 µM | hit rate 0.13% among 370,000;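 active means inhibition above the mean of compounds falling within the control limits plus 3 SD of them, cut at about 14% in these data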;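 further: 0% = plate median of compound wells and 100% = 10 µM Aha-Tn7 peptide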
#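 Assay system: human fibrin DD(E) protein / Input: 2 µM fibrin DD(E) / Benchmarks: high control of 10 µM Aha-Tn7 peptide / Measured by: fluorescence polarization of the labelled Tn7 tracer / Medium: Tris buffer with calcium and detergent, pH 7.8 / Timing: 10 min compound pre-incubation, 3 h probe incubation at room temperature / Repeats: one replicate per compound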
# PRMT1 inh = blocks human protein arginine methyltransferase 1 | inhibition, % at 2.79 µM | AID 652257 | Q99873 | recombinant PRMT1, activity-based probe fluorescence polarization | hit rate 1.3% among 370,000;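 active means inhibition above about 21% made by adding two undisclosed values, limit read from the data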
# ABHD4 inh = inhibitors of mouse ABHD4; purified mABHD4, FP-Rh probe fluorescence polarization; hit rate 0.54% among 370,000; AID 720543; Q8VD66; inhibition, % at 8.92 µM;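 active means inhibition exceeding the mean over every tested compound plus 3 SD, cut at about 30% in these data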;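 further: 0% = plate median of compound wells and 100% = S159A mutant with DMSO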
#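 Test system: mouse ABHD4 enzyme, wild type. Reagent: FP-Rh fluorescent activity-based probe, added after compound pre-incubation. Timing: pre-incubation 45 min, probe exposure 60 min, at 25 °C. Technique: FP readout, ex 525 nm / em 598 nm. Benchmarks: high control S159A mutant with DMSO, low control median of compound wells.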
# UHRF1 MBD2 ctr = UHRF1 methyl-DNA binding inhibition; UHRF1 binding to methylated oligo, TR-FRET; hit rate 0.75% among 370,000; inhibition, % at 4.4 µM; Q96T88; AID 687016; in the data active means inhibition above about 21%;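 further: UHRF1 SRA domain binding a hemimethylated CpG hairpin DNA probe; 0% = median of test compound wells and 100% = reference inhibitor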
# TCR CD3 inh = human TCR-CD3 binding inhibition; TAMRA-labeled TCR probe fluorescence, biochemical; inhibition, % at 9.4 µM; hit rate 0.37% among 360,000; AID 651800; in the data active means inhibition above about 19%;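 further: recombinant mutant TCR 2C K166C tagged with TAMRA read by polarization; 0% = receptor in buffer alone and 100% = receptor with positive control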
# Active calls of the source: *; . = not tested or not shown.
SMILES,LEDGF integ inh,SIAE primary,HTRA1 inhibitor,PG9 Ab binder,TDP2 absorb,Tn7 DDE FP,PRMT1 inh,ABHD4 inh,UHRF1 MBD2 ctr,TCR CD3 inh
CC#CCN1c2ccccc2[C@]23C[C@@H](C(=O)OC)N(C(=O)c4cc(C)oc4C)C2=NC(C(=O)OC)=C(C(=O)OC)[C@H]13,0,2,-6,-0.8,3,4,1,-9,-2,6
Cc1c(N2C(=O)/C(=C\C3CC=CCC3)SC2=S)c(=O)n(-c2ccccc2)n1C (centres undefined),0,-2,-3,1.6,3,-5,43*,10,-15,-2
COc1cc2c(cc1OC)C1Cc3ccc(OC)c(OC)c3CN1CC2 (centres undefined),-1,0,1,1.7,-4,2,-1,-1,-3,1
COc1ccc(-c2nnc3sc(C(C)N4C(=O)c5ccccc5C4=O)nn23)cc1 (centres undefined),2,-2,-10,-0.1,7,12,3,-3,-2,2
CCOC(=O)C1=C(N)N2C(=O)C(C)SC2=C(C(=O)OCC)C1c1cc(OC)c(OC)c(OC)c1 (centres undefined),7,-4,3,0.7,0,-3,2,1,-1,3
Cc1cccc(N2CCN(C(=O)Cn3cccc3)CC2)c1C,2,2,4,0.9,3,2,9,9,0,-7
Cc1nc2ccccc2n1CC(=O)N/N=C\c1ccccn1,0,-10,-4,1.3,-7,0,2,1,5,-7
NS(=O)(=O)c1ccc(CNC(=O)CNC(=O)c2ccc(F)cc2)cc1,-5,5,0,1.4,6,5,7,-5,0,-3
CCCC[C@@H]1C=C(C(=O)O)[C@H](c2ccc(C)cc2)N1S(=O)(=O)c1ccc(C)cc1,0,3,-5,-0.5,5,7,1,8,3,-9
CC1=C(C(=O)N2CCOCC2)C(c2ccsc2)C2=C(CCCC2=O)N1 (centres undefined),-1,2,10,-1.5,3,-2,4,3,0,6
COc1ccc(C2CC(c3ccccc3)=NN2c2ccc(N)cc2)cc1 (centres undefined),-4,0,23,0.1,4,9,3,8,1,-8
COc1cccc(OCC(O)CN2CCC(C)CC2)c1 (centres undefined),1,5,-1,0.3,-2,-1,0,3,1,0
Cc1ccc(SCc2ccc(C(=O)NCc3cccnc3)cc2)cc1,-2,-5,-7,-0.1,-1,-1,-1,-6,-2,-1
O=C(CSc1nc(=O)n2ccccc2n1)NC1CCCCC1,-5,1,7,-0.1,-7,-7,5,8,3,-3
COCCN(Cc1cc2cccc(C)c2[nH]c1=O)C(=O)c1ccccc1,0,2,1,0.0,-2,3,-1,3,-2,4
CCOC(=O)N1CCN(C(=O)COC(=O)c2cc(Cl)cc(Cl)c2)CC1,5,-1,9,-2.2,-13,-7,-5,-3,3,-3
Cc1cccc(N(CC(=O)NCC2CCCO2)C(=O)CCC(=O)Nc2cc(C)on2)c1 (centres undefined),-1,4,0,0.3,2,4,-3,3,1,6
CCc1ncc(CN2CCCCC2C(=O)Nc2ccc(Oc3ccccc3)nc2)cn1 (centres undefined),2,2,-2,-1.4,6,1,1,0,1,2
CCOC(=O)NN1C(=O)c2ccccc2NC1c1ccc(OC)cc1OC (centres undefined),3,9,-8,-1.3,1,-3,-1,3,-3,-2
Nc1nnc(SCC(=O)Nc2nccs2)s1,0,8,6,-0.5,2,2,-2,0,0,9
CCN(CC)S(=O)(=O)c1ccc(C(=O)NCc2ccc3c(c2)OCO3)cc1,-3,7,-1,-0.3,16,5,3,7,0,2
Cc1nnc(NC(=O)CSc2nnc3c(n2)[nH]c2ccc(Br)cc23)s1,5,-6,2,-1.1,5,6,-1,-3,-2,4
CC(NC(=O)[C@H](C)NC(=O)[C@@H]1CSC2c3ccccc3C(=O)N21)c1ccccc1 (some centres undefined),1,1,8,0.8,-13,6,1,1,-3,3
OC(c1ccccc1)c1nc(-c2ccc(Cl)cc2)cs1 (centres undefined),-1,-5,.,0.0,-5,0,-3,-26,0,8
O=C1c2ccccc2C(Nc2cccnc2)N1Cc1ccccc1 (centres undefined),-1,2,-4,0.5,6,1,2,5,10,-4
CC1CC(=O)Nc2ccccc2N1S(=O)(=O)c1cccs1 (centres undefined),0,-5,.,-0.3,-1,3,1,3,2,-5
COc1ccc(N2Cc3cccc(C(=O)NC(C)CCc4ccco4)c3C2=O)cc1 (centres undefined),6,-13,-36,0.3,-1,2,8,-11,11,9
C=CCSC1=NN2CCS(=O)(=O)N=C2S1,2,-1,4,-1.4,-3,4,5,-7,5,3
c1ccc(-c2cnn3nnnc3n2)cc1,2,9,10,0.4,2,-6,-3,-2,-3,1
CCc1cccc(CC)c1NC(=O)c1ccc(-n2cncn2)nc1,6,-9,-6,-1.3,-14,-1,-4,0,8,1
CCOC(=O)Cc1csc(NC(=O)CCNS(=O)(=O)c2ccc3c(c2)CCC(=O)N3)n1,2,7,2,-0.2,-9,-1,2,-3,1,-9
CCNc1nc(SC(C(C)=O)C(C)=O)nc(N(C)C)n1,0,10,1,0.3,-4,-5,0,5,-2,2
COc1ccc(Nc2ncnc3c2cnn3-c2cccc(C)c2)cc1OC,-3,3,-5,1.1,7,-5,-3,2,-1,5
CCCCn1c(N)c(N(CC(C)C)C(=O)c2ccc(OCc3c(C)noc3C)cc2)c(=O)[nH]c1=O,-1,-5,6,-2.0,17,1,0,-1,0,0
COc1ccc2c(C)cc3nnnn3c2c1,3,2,-9,-0.2,13,-4,2,3,-4,9
COCCNC(=O)c1ccc2c(c1)ncn2-c1ccc(F)c(F)c1,-1,-2,6,-0.9,4,4,-1,-6,0,6
Cc1[nH]n(-c2ccccc2)c(=O)c1C=Nc1ccc2[nH]c(=O)[nH]c2c1,-1,6,-3,-2.4,-3,-1,1,1,-1,4
CCOc1ccc(NC(=O)CSc2nc(C)cc(C)n2)cc1,0,-3,4,-0.6,6,-10,2,2,0,2
COc1ccc(OC)c(NC(=O)CSc2nnc(Cn3nnc4ccccc43)n2C)c1,0,0,1,0.7,-10,-1,0,-3,1,17
CC#CC[N+](C)(CC#CC)CC(=O)c1ccccc1,-8,6,6,1.0,5,-5,4,8,4,6
CC(C)(C)N(NC(=O)c1ccccc1)C(=O)c1ccc(C(=O)N(NC(=O)c2ccccc2)C(C)(C)C)cc1,-1,0,8,0.6,6,-7,-3,-4,0,11
COc1ccc(Br)cc1/C=N/n1c(C)nc2ccccc2c1=O,-8,-2,0,0.4,2,7,3,0,0,-5
O=C(NC[C@H]1CCCO1)c1cccc2c1C(=O)c1ccc(-c3ccc(F)cc3OCc3ccccc3)cc1S2(=O)=O,0,-14,-18,1.1,-3,2,0,0,0,6
CCOC(=O)c1c(-c2cccc3ccccc23)csc1NC(=O)C1C2CCC(O2)C1C(=O)O (centres undefined),0,-5,-2,-0.1,11,-4,1,10,0,12
Clc1cccc(CNc2ccn3nc(-c4ccccc4)cc3n2)c1,1,-21,.,-2.0,3,13,0,-35,-1,10
O=C(NNC(=S)NC(=O)c1cccs1)c1ccc(NC(=O)c2ccccc2)cc1,2,1,-15,-0.2,-4,6,-2,4,2,15
COc1ccc(C(=O)Nc2ccc(N3CCOCC3)cc2)cc1S(=O)(=O)N1CCCC1,3,3,3,-3.9,0,2,-5,-2,4,-1
Cc1cccc(OCc2nn[nH]n2)c1C,1,5,6,1.5,11,4,1,2,0,-6

# Whole records, looked up by structure.
# `CCOC(=O)c1c(-c2cccc3ccccc23)csc1NC(=O)C1C2CCC(O2)C1C(=O)O` (centres undefined) in the list: LEDGF integ inh: 0; SIAE primary: -5; HTRA1 inhibitor: -2; PG9 Ab binder: -0.1; TDP2 absorb: 11; Tn7 DDE FP: -4; PRMT1 inh: 1; ABHD4 inh: 10; UHRF1 MBD2 ctr: 0; TCR CD3 inh: 12
# `COc1ccc(C(=O)Nc2ccc(N3CCOCC3)cc2)cc1S(=O)(=O)N1CCCC1` in the list: LEDGF integ inh: 3; SIAE primary: 3; HTRA1 inhibitor: 3; PG9 Ab binder: -3.9; TDP2 absorb: 0; Tn7 DDE FP: 2; PRMT1 inh: -5; ABHD4 inh: -2; UHRF1 MBD2 ctr: 4; TCR CD3 inh: -1

# The list continues.
SMILES,LEDGF integ inh,SIAE primary,HTRA1 inhibitor,PG9 Ab binder,TDP2 absorb,Tn7 DDE FP,PRMT1 inh,ABHD4 inh,UHRF1 MBD2 ctr,TCR CD3 inh
CC(C)c1ccc(S(=O)(=O)N2CCN(C(=O)c3cc([N+](=O)[O-])ccc3N3CCOCC3)CC2)cc1,0,10,4,0.3,-4,3,0,4,-2,8
O=C(Nc1ccc2ccccc2c1)NC1CCS(=O)(=O)C1 (centres undefined),1,7,1,-0.7,-1,0,1,2,-2,6
CCc1noc(C)c1C(=O)Nc1cccc(S(=O)(=O)N2CCCCCC2)c1,-1,-3,-9,-1.0,20,7,1,1,0,-1
Cc1ccc(NC(=O)C2CCN(S(=O)(=O)c3cccs3)CC2)c(O)c1,0,2,-2,-3.9,-5,3,-3,2,-2,2
CC[n+]1ccc(C[n+]2ccccc2)c2ccccc21,1,20*,-4,-1.6,10,-10,2,6,1,-2

# Molecules listed so far containing a halogen (8):
SMILES,LEDGF integ inh,SIAE primary,HTRA1 inhibitor,PG9 Ab binder,TDP2 absorb,Tn7 DDE FP,PRMT1 inh,ABHD4 inh,UHRF1 MBD2 ctr,TCR CD3 inh
NS(=O)(=O)c1ccc(CNC(=O)CNC(=O)c2ccc(F)cc2)cc1,-5,5,0,1.4,6,5,7,-5,0,-3
CCOC(=O)N1CCN(C(=O)COC(=O)c2cc(Cl)cc(Cl)c2)CC1,5,-1,9,-2.2,-13,-7,-5,-3,3,-3
Cc1nnc(NC(=O)CSc2nnc3c(n2)[nH]c2ccc(Br)cc23)s1,5,-6,2,-1.1,5,6,-1,-3,-2,4
OC(c1ccccc1)c1nc(-c2ccc(Cl)cc2)cs1 (centres undefined),-1,-5,.,0.0,-5,0,-3,-26,0,8
COCCNC(=O)c1ccc2c(c1)ncn2-c1ccc(F)c(F)c1,-1,-2,6,-0.9,4,4,-1,-6,0,6
COc1ccc(Br)cc1/C=N/n1c(C)nc2ccccc2c1=O,-8,-2,0,0.4,2,7,3,0,0,-5
O=C(NC[C@H]1CCCO1)c1cccc2c1C(=O)c1ccc(-c3ccc(F)cc3OCc3ccccc3)cc1S2(=O)=O,0,-14,-18,1.1,-3,2,0,0,0,6
Clc1cccc(CNc2ccn3nc(-c4ccccc4)cc3n2)c1,1,-21,.,-2.0,3,13,0,-35,-1,10
